# Screens: PubChem, National Center for Advancing Translational Sciences (NCATS)
# A549 viability: Nrf2 qHTS screen for inhibitors: counterscreen for cytotoxicity | A549 ARE-Fluc cells, CellTiter-Fluor viability, 18-24 h | Potency, µM (series often up to 46 µM), inactives show at the highest dose activity change, negative = cytotoxicity, most hits filed as inhibitors | hit rate 0.16% among 390,000; note: potency is the fitted concentration of half-maximal effect; % is set by controls: 0 for no effect and ±100 for the full control effect
#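 A549 ARE-Fluc cells in 5% FBS OPTI-MEM, 5000 cells/well, rested 2 h then exposed to compounds in concentration-response for 18-24 h at 37 °C. Viability by CellTiter-Fluor fluorescence (Ex 405/Em 525) after 30 min; luciferase luminescence (BugLite, 15 min, RT) read afterwards.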
# TGFb SMAD3 inh: qHTS for Inhibitors of TGF-b | HepG2 CAGA-GFP TGF-b/SMAD3 reporter, GFP fluorescence, 18 h; TGF-beta stimulated, 500 pg/mL final | Potency, µM (top dose mostly 46.1 µM), for inactives: at the top dose activity, negative = inhibition, most hits filed as inhibitors | hit rate 1.2% among 410,000 | AID 588855, 2011; note: potency is the fitted concentration of half-maximal effect; % is set by controls: 0 for no effect and ±100 for the full control effect; nearly all actives have a fitted effect of over 65% in size
#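 Inhibition was scored as loss of TGF-beta-induced (500 pg/mL final, 18 hours, 37 degrees C) GFP in HEPG2 cells carrying a CAGA-GFP reporter, in DMEM with 1% FBS. Well GFP was summed per cell; Activity was normalised to unstimulated and stimulated DMSO wells, then concentration-response fitting.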
# ATXN2 expr inh: Primary qHTS for Inhibitors of ATXN expression; HEK-293 ATXN2-luciferase reporter, luminescence, 24 h; Potency, µM (doses to about 57 µM), without a hit: top-dose activity change, negative = inhibition, hits mostly inhibitors; hit rate 0.72% among 360,000; note: potency is the fitted concentration of half-maximal effect; % is set by controls: 0 for no effect and ±100 for the full control effect; nearly all actives have a fitted effect of over 55% in size
#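 qHTS (up to 57 uM final) was run with 24 h compound exposure of reporter cells at 37 °C. Each well was multiplexed: SteadyGlo luminescence measured ATXN2-luciferase expression after a fluorogenic Gly-Phe-AFC viability readout (25 uM final).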
# Nrf2 block: Nrf2 qHTS screen for inhibitors | A549 ARE-Fluc reporter, luciferase luminescence, 18-24 h | Potency, µM (top dose mostly 46 µM), for the others: at the highest dose activity change, negative = inhibition, most hits filed as inhibitors | hit rate 2.1% among 360,000 | AID 504444, 2011; note: potency is the fitted concentration of half-maximal effect; % is set by controls: 0 for no effect and ±100 for the full control effect; nearly all actives have a fitted effect of over 60% in size
#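 Nrf2 activity is the BugLite luminescence, read 15 min after reagent at room temperature, following CellTiter-Fluor cytotoxicity readout (30 min, 37C). Compound titrations were applied for 18-24 h to 5000 A549 ARE_Fluc cells/well in 5% FBS OPTI-MEM.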
# S2 tox: Viability Counterscreen for Primary qHTS for Inhibitors of ATXN expression; hit rate 0.49% among 400,000; Potency, µM (series often up to 56.7 µM), usual class: cytotoxic; S2 cells (HEK-293 line with an ATXN2-luciferase reporter) viability, CellTiter-Fluor protease fluorescence, 24 h; note: potency is the fitted concentration of half-maximal effect; nearly all actives have a fitted effect of over 40% in size
# Nrf2 ARE act: qHTS of Nrf2 Activators | AREc32 ARE-luciferase reporter (MCF7-derived line), luminescence, 24 h | Potency, µM (top dose mostly 46.1 µM), for inactives: top-dose activation, hits mostly activators | hit rate 0.31% among 410,000 | AID 624171, 2012; note: potency is the fitted concentration of half-maximal effect; % of control where 0% means no effect; nearly all actives have a fitted effect of over 65% in size
#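 Nrf2 activation is followed as ARE-luciferase induction in the AREc32 line after one day of compound treatment; luminescence is read with Steady-Glo.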
# HepG2 tox: qHTS for Inhibitors of TGF-b: Cytotox Counterscreen. HepG2 CAGA-GFP viability, ATP luminescence, 18 h. hit rate 0.76% among 410,000. AID 588856, 2011. Potency, µM (doses to about 46.1 µM), inactives show top-dose activity change, negative = cytotoxicity, hits mostly cytotoxic; note: potency is the fitted concentration of half-maximal effect; some results filed as inactive show a strong effect at the top dose
#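 CellTiter-Glo luminescence gave cytotoxicity after 18 hours at 37 degrees C. The cells were HepG2 CAGA-GFP in 1% FBS DMEM, stimulated with 500 pg/mL TGF-beta after compound addition. %Activity was normalised to no-cell wells (complete cell-killing) and DMSO (no toxicity), and curves were fitted and classified.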
# IL1B secr inh: qHTS for Inhibitors of Inflammasome Signaling: IL-1-beta AlphaLISA Primary Screen. THP-1 LPS/ATP IL-1B secretion, AlphaLISA, 16 h; stronger effect = lower value. activity change, % at 57.5 µM. hit rate 4.7% among 360,000. AID 743279, 2014; in the data active = activity change below about -50%; inconclusive = mostly about -30% to -49%; note: % is set by controls: 0 for no effect and ±100 for the full control effect
#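 THP-1 cells pretreated 1 hr with compounds (up to 57.5 uM final), then stimulated with LPS (250 ng/mL final) plus ATP (1.25 mM final); secreted IL-1B measured by AlphaLISA after 16 hr, decreased signal indicating inhibition.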
# MCF10A rerep: A quantitative high throughput screen for small molecules that induce DNA re-replication in MCF 10a normal breast cells. MCF 10A DNA re-replication, Hoechst nuclear intensity, 48 h. Potency, µM (series often up to 46.1 µM), for inactives: at the top dose activity, positive = re-replication, hits mostly activators. hit rate 2.9% among 350,000; note: potency is the fitted concentration of half-maximal effect; % of control where 0% means no effect; nearly all actives have a fitted effect of over 50% in size
# * hit, by the source's call; i = inactive; ? = inconclusive; . = no result given; [ ] = dose if it differs, or a comment. Unless noted, calls come from the whole dose curve; as a rule, active = well fitted curve in the direction sought with a large enough effect; inconclusive = small, poorly fitted or top-dose-only effect, or another doubt; inactive = no such curve, though single readings can be large; an effect the other way counts as inactive or inconclusive.
1	CCn1nc(C(=O)Nc2ccc(S(=O)(=O)Nc3nccs3)cc2)c2ccccc2c1=O
2	Cc1cc(C)nc(Oc2ccc(Br)cc2Br)n1
3	CCC1CCCCN1CCCNC(=O)CCNC(=O)Cn1cnc2ccccc2c1=O (stereo not given)
4	O=C(c1ccc2snnc2c1)N1CCN(c2ccccn2)CC1
5	Cc1ccnc(NCc2ccc(Cl)cc2)c1
6	CCC(=O)N1CCc2cc(Br)cc(S(=O)(=O)N3CCN(c4cc(C)ccc4C)CC3)c21

assay / compound	1	2	3	4	5	6
A549 viability	10%	2%	6%	1%	-9%	0%
TGFb SMAD3 inh	-2%	-4%	-13%	12%	9%	-7%
ATXN2 expr inh	-8%	10%	-3%	6%	22%	12%
Nrf2 block	15%	2%	1%	?	-14%	0%[9.27 µM]
S2 tox	i	i	i	i	?	i
Nrf2 ARE act	-0.2%	-0.2%	0.4%	-0.7%	0.0%[9.22 µM]	0.0%
HepG2 tox	-11%	-13%	-10%	4%	1%	1%
IL1B secr inh	-7	15	-10	-85*	-58*	.
MCF10A rerep	23%	-9%	-2%	-3%	10%	.

7	O=C(CCSc1nnc2ccc3ccccc3n12)Nc1ccc(F)cc1
8	CCOC(=O)c1c(Nc2ccccc2N)cc(C)nc1C
9	O=C(c1cccs1)N1CCN(Cc2ccccc2[N+](=O)[O-])CC1
10	O=C1C=C(c2ccc(F)cc2OCc2ccccc2)C[C@@H](c2ccc(Cl)cc2)C1
11	CCOC(=O)c1c(C)[nH]c(C)c1C(=O)COC(=O)c1cccs1
12	CC(C)(C)S(=O)(=O)N1Cc2cc(CO)cc(CCO)c2[C@H]1CCO

assay / compound	7	8	9	10	11	12
A549 viability	-5%	2%	0%	-1%	1%	0%
TGFb SMAD3 inh	-1%	-2%	-6%	-1%	-4%	6%
ATXN2 expr inh	-27%	-1%	-2%	-8%	6%	8%
Nrf2 block	-19%	8%	-14%	-16%	5%	3%
S2 tox	i	i	i	?	i	i
Nrf2 ARE act	1.8%	0.3%	-0.5%	-0.7%	0.2%	-0.7%
HepG2 tox	-11%	-25%	2%	-13%	-10%	5%
IL1B secr inh	-1	32	-1	2	-5	8
MCF10A rerep	?	9%	-1%	14%	-1%	-6%

# Some values from above.
# Reading for no. 12 in ATXN2 expr inh: 8%
# Reading for no. 7 in TGFb SMAD3 inh: -1%
# Reading for no. 10 in HepG2 tox: -13%

# (list continues)
13	Cc1ccc(-c2nc(CS(=O)CC(=O)N3CCN(c4ncccn4)CC3)c(C)o2)cc1 (stereo not given)
14	C[C@@H]1CN([C@@H](C)CO)C(=O)CCCn2nncc2CO[C@H]1CN(C)S(=O)(=O)c1cn(C)cn1
15	COc1cc(NC(=O)Cn2nc(C(F)(F)F)c3c2CCCC3)c(OC)cc1Cl
16	Cc1ccccc1NC(=O)CSc1nnc2ccc(-c3ccccn3)nn12
17	O=C(N/N=C/c1ccc(Cl)cc1Cl)c1ccncc1
18	CC(C)CSc1nnc(-c2ccccc2)c(-c2ccccc2)n1

assay / compound	13	14	15	16	17	18
A549 viability	17%	.	-2%	15%	-1%	8%
TGFb SMAD3 inh	-7%	9%	?	1%	-10%	?
ATXN2 expr inh	-30%	1%	.	2%	.	16%
Nrf2 block	-5%	.	-1%	2%	1%	-11%
S2 tox	i	i	.	i	?	i
Nrf2 ARE act	4.3%	-0.9%	3.6%	-0.4%	0.4%	3.9%
HepG2 tox	2%	0%	-42%	11%	-19%	-22%
IL1B secr inh	-17	6	.	-1	-4	.
MCF10A rerep	6%	.	.	2%	4%	.

19	CCOC(=O)NC1C=CS(=O)(=O)C1 (stereo not given)
20	CCOC(=O)c1c(CSC(=N)N)n(-c2ccc(Br)cc2)c2cc(Br)c(OC(C)=O)cc12
21	O=C1CC(c2ccccc2)C(=O)N2C(=O)CC(c3ccccc3)C(=O)N12 (stereo not given)
22	O=C(CSc1ccc(-c2nc3ccccc3[nH]2)cn1)Nc1ccc(S(=O)(=O)N2CCCC2)cc1
23	Cc1c(Cl)cccc1NC(=O)Cn1cnc2nc3c(cc2c1=O)CCCC3
24	O=C(/C=C/c1ccco1)N/C(=C\c1ccccc1)C(=O)NCCc1nc2ccccc2[nH]1

assay / compound	19	20	21	22	23	24
A549 viability	12%	0%	0%	1%	-3%	-1%
TGFb SMAD3 inh	23%	10%	24%	?	11%	1%
ATXN2 expr inh	3%	11%	-4%	33%[activator]	3%	-1%
Nrf2 block	.	8%	2%	16%	.	-23%
S2 tox	i	i	i	i	i	i
Nrf2 ARE act	-0.2%	2.3%	3.2%	4.3%	3.4%	2.6%
HepG2 tox	6%	-19%	5%	-27%	2%	2%
IL1B secr inh	-3	-109*	-11	-8	.	0
MCF10A rerep	-1%	10µM*	-15%	-51%[inhibitor]	.	?

25	Cn1c(=O)c2c(nc(Oc3ccc4c(c3)OCO4)n2Cc2ccc(Cl)cc2)n(C)c1=O
26	C=CCN1C(=O)/C(=C\c2ccc(Cl)cc2)N=C1SCC(=O)NC1CCCCC1
27	CCS(=O)(=O)Nc1ccc(-c2cc(-c3ccccc3)c3cc(C)ccc3n2)cc1
28	Cc1ccc(C(=O)Nc2scc(-c3ccccc3)c2C(=O)O)o1
29	CC(=O)Nc1nonc1NC(=O)c1ccc(C(C)(C)C)cc1
30	CC1(C)Cc2c(cnn2-c2ccc(F)cc2)C(NC(=O)c2ccco2)C1 (stereo not given)

assay / compound	25	26	27	28	29	30
A549 viability	5%	-10%	?	-16%	-14%	-5%
TGFb SMAD3 inh	0%	-6%	?	4%	11%	4%
ATXN2 expr inh	-7%	4%	-8%	.	62%[activator]	8%
Nrf2 block	-6%	9%	23µM*	?	?	-2%
S2 tox	i	i	i	i	i	i
Nrf2 ARE act	-0.6%	0.4%	7.0%	3.7%	3.6%	-0.9%
HepG2 tox	-4%	1%	-86%	-25%	-7%	40%
IL1B secr inh	0	7	0	0	24	14
MCF10A rerep	?	-4%	15µM*	-8%	18%	2%

31	CC(C)n1c(-c2ccc(C(C)(C)C)cc2)n[nH]c1=S
32	Cc1ccc(C(=O)C2CCN(CC(=O)NCc3ccc(F)cc3)CC2)cc1
33	COc1ccc(CN2C(=O)c3cccnc3C2=O)cc1S(=O)(=O)NC1CCCCC1C (stereo not given)
34	CCCNC(=O)c1c(Cl)cnn1-c1ccc(C)cc1
35	CCOC(=O)c1sc(/N=C/C2=C(O)CC(C)(C)CC2=O)c(C(=O)OCC)c1C
36	CC(=O)OCC[C@H](NS(=O)(=O)OCC(Cl)(Cl)Cl)c1ccccc1

assay / compound	31	32	33	34	35	36
A549 viability	-17%	1%	2%	4%	-1%	29%
TGFb SMAD3 inh	-5%	-17%	-7%	14%	0%	-18%
ATXN2 expr inh	-21%	-20%	.	51%[activator]	24%[11.3 µM]	-1%
Nrf2 block	?	-26%	-12%	?	2%	6%
S2 tox	i	i	i	i	i	i
Nrf2 ARE act	0.3%	-0.1%	-0.6%	2.9%	3.8%	3.6%
HepG2 tox	-33%	-21%	-9%	-15%	-2%	3%
IL1B secr inh	-17	-6	11	26	-19	-3
MCF10A rerep	-4%	19%	-5%	-2%	0%	16%

37	CCCCCCN1C[C@@H](n2cc(C3CC3)nn2)[C@H](O)C[C@@H]1c1ccc(OC)cc1
38	CCOc1ccc(NC(=O)c2c(NC(=O)c3ccccc3Br)sc3c2CCC(C)C3)cc1 (stereo not given)
39	Cc1ccc2oc(=O)c3cnn(CC(=O)NCCC(C)C)c3c2c1
40	CC(=O)Nc1ccc(NC(=O)C(C)NC(C)c2cccc3ccccc23)cc1 (stereo not given)
41	Cc1ccc(OCC(=O)N(Cc2ccc(N(C)C)cc2)C2CCS(=O)(=O)C2)cc1C (stereo not given)
42	COc1ccc(NC(=O)CSc2nc3[nH]c(=O)cc(O)c3s2)c(OC)c1

assay / compound	37	38	39	40	41	42
A549 viability	.	3%	-3%	5%	1%	-2%
TGFb SMAD3 inh	?	0%	1%	-2%	10%	?
ATXN2 expr inh	?	.	20%	14%	-6%	-2%
Nrf2 block	.	2%	5%	-13%	?	1%
S2 tox	20µM*	.	i	i	i	i
Nrf2 ARE act	4.3%	-0.3%	-0.5%	1.7%	0.3%	0.1%
HepG2 tox	-7%	-3%	6%	-1%	-18%	1%
IL1B secr inh	?	.	-9	8	-72*	9
MCF10A rerep	.	.	3%	9%	8%	2%

43	COCCNc1nc(N)c([N+](=O)[O-])c(NC2CCCCC2)n1
44	O=C(NCCCN1CCOCC1)c1ccc(Cl)c(S(=O)(=O)N2CCCCCC2)c1
45	NC1=NC[C@@H](Cc2ccc(O)cc2)N1CCC12CC3CC(CC(C3)C1)C2
46	C/C(=N/NS(C)(=O)=O)c1ccc2ccccc2c1

assay / compound	43	44	45	46
A549 viability	5%	4%	5%	-6%
TGFb SMAD3 inh	0%	?	10µM*	3%
ATXN2 expr inh	-20%	.	?	9%
Nrf2 block	1%	?	-27%	?
S2 tox	i	.	?	i
Nrf2 ARE act	1.6%	-0.2%	0.6%	3.4%
HepG2 tox	-7%	-22%	-64%	-4%
IL1B secr inh	94	5	-6	?
MCF10A rerep	9%	5%	16%	0%

# Among those listed so far, these have a nitro group on carbon.
9	O=C(c1cccs1)N1CCN(Cc2ccccc2[N+](=O)[O-])CC1
43	COCCNc1nc(N)c([N+](=O)[O-])c(NC2CCCCC2)n1

assay / compound	9	43
A549 viability	0%	5%
TGFb SMAD3 inh	-6%	0%
ATXN2 expr inh	-2%	-20%
Nrf2 block	-14%	1%
S2 tox	i	i
Nrf2 ARE act	-0.5%	1.6%
HepG2 tox	2%	-7%
IL1B secr inh	-1	94
MCF10A rerep	-1%	9%
